Growth percent in the NCI-60 one-dose screen (48 h, 10 µM unless noted): 100 = growth as untreated, 0 = no growth, -100 = all killed.
BT-549 = BT-549 breast cancer; hit rate 4.4% among 78,000; AID 1794793
HS 578T = HS 578T breast cancer. hit rate 4.1% among 78,000
MDA-MB-231 = MDA-MB-231 breast cancer | hit rate 5% among 81,000
T-47D = T-47D breast cancer; AID 1794792; hit rate 5% among 79,000
MDA-MB-468 = MDA-MB-468 breast cancer | hit rate 8.5% among 78,000
SR = SR leukemia cells. hit rate 8.7% among 73,000. AID 1794780
MCF7 = MCF7 breast cancer; hit rate 6.3% among 82,000
K-562 = K-562 leukemia. hit rate 7.4% among 78,000. AID 1794777
Active calls of the source: *; . = not tested or not shown. How the source made its calls: active means growth percent below 10; inactive means the rest.

SMILES	BT-549	HS 578T	MDA-MB-231	T-47D	MDA-MB-468	SR	MCF7	K-562
CC(=O)Nc1ccc(-c2ccc3c(c2)NC(=O)/C3=C\c2ccc[nH]2)cc1	84	110	81	37	-7.1*	37	9.8*	96
COc1ccc(C2C(C#N)=C(/N=C/c3ccccc3)Oc3c2ccc2ccccc32)cc1 (configuration not stated)	92	93	74	85	103	69	86	51
O=C(O)c1ccc(-n2cc(CNc3cccc(F)c3)c(-c3ccc(C(F)(F)F)cc3)n2)cc1	91	90	94	66	86	104	62	39
O=C(Nc1cccc2c(O)c(N=Nc3ccc(S(=O)(=O)Nc4nccs4)cc3)cc(N=Nc3ccc(S(=O)(=O)Nc4nccs4)cc3)c12)C(Cl)Cl	87	56	92	88	7.3*	.	58	143
O=C(CCCCCCC(=O)Nc1ccc(-c2csc3c(=O)cc(N4CCOCC4)oc23)cc1)NO	89	74	90	36	44	48	66	76
CC(C)[C@@H]1NC(=O)CNC(=O)[C@H](C)NC(=O)[C@H](Cc2ccc(O)cc2)NC(=O)[C@H](CCCCN)NC1=O	90	94	86	94	95	100	93	103
Cc1ccc2c(c1)c(=O)n(-c1ccccc1)c1nnc(-c3ccccc3)n21	76	98	87	95	92	77	100	97
N#Cc1c(-c2cccc(Cl)c2)cc(-c2cccnc2)[nH]c1=O	73	63	82	87	49	22	48	44
O=c1oc2ccccc2cc1-c1nn(-c2ccccc2)cc1-c1nn[nH]n1	103	105	95	100	104	92	95	103
Cc1ccc(Cn2c(O)c(N=NC(=O)c3ccc(S(N)(=O)=O)cc3)c3ccccc32)cc1	102	101	97	84	100	104	95	99
CN(c1cccnc1)c1ncnc2[nH]ncc12	81	92	107	92	97	.	85	119
CC1(C)CC(=O)C2=C(C1)N(c1ccc(F)cc1F)C(N)=C(C#N)C2c1ccc(Br)cc1F (configuration not stated)	104	107	101	111	109	93	92	102
FC(F)(F)c1ccc2c(Nc3cccc(C4CC(c5ccc(Cl)cc5)=NN4c4ccccc4)c3)ccnc2c1 (configuration not stated)	93	101	97	72	84	64	75	64
CCOC(=O)C#Cc1c(C(=O)OCC)nnn1Cc1ccc(C(F)(F)F)cc1	63	113	88	32	-26*	-1.4*	1.5*	3.9*
CCOc1cccc2cc(C(N)=O)c(=N)oc12	105	134	108	99	89	100	98	119
O=C1C(=O)c2c(nc3ccc(C(F)(F)F)cn23)-c2ccccc21	-85*	-15*	-23*	-51*	-66*	-5.5*	-56*	-42*
COc1cc(C2=N/C(=C\c3cc4cc(Oc5ccccc5)ccc4nc3OC)C(=O)N2)cc(OC)c1OC	91	77	90	80	98	.	95	88
O=[N+]([O-])c1ccc(/C=N/N2CCCCCC2)cc1	105	115	88	83	90	84	93	.
Cn1cc(-c2cc3ncnc(Nc4ccc(CC(=O)Nc5ccc6c(c5)OCCO6)cc4)c3s2)cn1	86	57	82	50	46	29	59	49
COc1ccc(/C=C/C(=O)c2cc(O)ccc2O)cc1	90	106	77	90	71	72	94	66
CC1CCC(C(C)C)C(NN)C1 (configuration not stated)	105	102	108	80	110	103	100	92
CC(NC(=O)SCc1ccccc1)C(=O)O (configuration not stated)	99	106	123	93	113	94	95	103
O=C(OCP(=O)(COC(=O)c1ccccc1)COC(=O)c1ccccc1)c1ccccc1	120	100	106	108	98	112	99	101
COc1ccc2nc(NC(=O)CN3CCn4c(nnc4C(F)(F)F)C3)sc2c1	96	97	97	95	85	88	70	90
Nc1ccc(S(=O)(=O)Nc2cc(Cl)c(N)c(Cl)c2)cc1	93	108	87	104	101	.	110	.
O=C(N/N=C/c1ccsc1)c1[nH]c2ccc(Br)cc2c1-c1ccccc1	-86*	-13*	-70*	-22*	-26*	2.4*	-51*	4.8*
CNCCN(C)c1ccc(Nc2cc(NC3CC3)n3ncc(C#N)c3n2)cc1NC(C)=O	-55*	-19*	-6.4*	-16*	-55*	6.1*	-0.9*	11
Cc1ccc(-c2cnc3sc4ccc(C)cc4n23)cc1	112	110	85	.	102	119	84	90
COc1cccc(-c2nc3sccn3c2-c2ccnc(NCCCNS(=O)(=O)c3cccc(Cl)c3)c2)c1	20	69	72	-4.6*	25	.	44	22
CCCCn1c(=O)[nH]c(N)c([C@@H]2c3c([nH]c(=O)n(CCCC)c3=O)Oc3ccc4ccccc4c32)c1=O	47	103	55	81	113	9.4*	46	76

Record cards, from the list above:
O=C1C(=O)c2c(nc3ccc(C(F)(F)F)cn23)-c2ccccc21 reads BT-549 = -85*; HS 578T = -15*; MDA-MB-231 = -23*; T-47D = -51*; MDA-MB-468 = -66*; SR = -5.5*; MCF7 = -56*; K-562 = -42*
O=C(N/N=C/c1ccsc1)c1[nH]c2ccc(Br)cc2c1-c1ccccc1 reads BT-549 = -86*; HS 578T = -13*; MDA-MB-231 = -70*; T-47D = -22*; MDA-MB-468 = -26*; SR = 2.4*; MCF7 = -51*; K-562 = 4.8*

Other compounds
SMILES	BT-549	HS 578T	MDA-MB-231	T-47D	MDA-MB-468	SR	MCF7	K-562
CC12CCC3C4(C)COC(c5ccccc5F)OC4CCC3(C)C1CC(C1=CCOC1=O)O2 (configuration not stated)	74	95	91	57	60	45	75	57
CC(=O)c1cccc(NC(=O)Cn2cc(CN3C(=O)c4ccccc4S3(=O)=O)nn2)c1	101	116	84	89	119	109	91	103
CCN(CC)Cc1cc(C=C2C(=O)NC(=S)NC2=O)cc(OC)c1O	110	103	103	114	108	109	98	117
CCc1c(C)cc(-c2ccccc2N)c2[nH]c3ccccc3c12	102	96	99	76	106	97	87	107
CC(=O)Nc1nc(O)c(C=Nc2ccncc2)s1	103	95	109	96	110	131	94	110
COc1ccc(/C=C/C(=O)Nc2ccc(-c3nc4ccc(OC)cc4s3)cc2)cc1	.	108	111	101	67	87	85	96
Cc1ccc(N2CC(c3nc4ccccc4[nH]3)CC2=O)cc1 (configuration not stated)	.	94	79	96	102	88	94	105
CN(Cc1ccccc1)c1nc(Cl)c(C2CC(c3ccccc3)=Cc3[nH][nH]c(=O)c32)s1 (configuration not stated)	72	93	96	101	108	96	81	59
OCc1cc(Br)cc(CO)c1O	113	98	104	106	96	93	89	99
COc1cccc2cc(/C(C)=N/NC(=O)CC#N)oc12	.	24	102	76	.	92	83	91
O=c1c(I)c[nH]cc1I	106	96	109	110	103	102	105	110
CCN(CC)CCCC(C)Nc1c(C)cnc2cccc(C)c12 (configuration not stated)	98	100	99	103	84	96	95	84
COc1ccc(C(=O)CSc2nc3c(c(Nc4cccc(S(N)(=O)=O)c4)n2)CCCC3)cc1	109	106	101	106	96	94	93	96
Nc1nc(C(=O)NNC(=S)Nc2ccc(Cl)cc2)nn1-c1ccc(S(N)(=O)=O)cc1	110	101	115	107	104	108	105	108
N#Cc1c(-c2ccc(F)cc2)n2c(nc1=O)SC(=O)C2	105	115	99	110	105	120	100	118
NS(=O)(=O)Oc1ccc(C(=O)NC23CC4CC(CC(C4)C2)C3)cc1	98	101	95	89	96	89	102	91
Nc1[nH]c(=S)nc2c1nnn2-c1ccc(S(N)(=O)=O)cc1	103	90	85	94	97	98	97	.
C/C(=N\NC(=S)Nc1ccc(Cl)cc1)c1cc2ccccc2oc1=O	110	86	75	93	79	62	79	87
OC1(c2cccc3ccccc23)c2ccccc2-c2ccccc21	105	.	104	102	99	94	100	84
O=[N+]([O-])c1ccc(/C=N/c2nn[nH]n2)cc1 (tested in a mixture with another compound)	.	91	109	96	111	99	99	113

Ordered by heavy-atom count (rising): 7 of the compounds above
SMILES	BT-549	HS 578T	MDA-MB-231	T-47D	MDA-MB-468	SR	MCF7	K-562
O=c1c(I)c[nH]cc1I	106	96	109	110	103	102	105	110
O=[N+]([O-])c1ccc(/C=N/c2nn[nH]n2)cc1 (tested in a mixture with another compound)	.	91	109	96	111	99	99	113
N#Cc1c(-c2ccc(F)cc2)n2c(nc1=O)SC(=O)C2	105	115	99	110	105	120	100	118
Nc1[nH]c(=S)nc2c1nnn2-c1ccc(S(N)(=O)=O)cc1	103	90	85	94	97	98	97	.
NS(=O)(=O)Oc1ccc(C(=O)NC23CC4CC(CC(C4)C2)C3)cc1	98	101	95	89	96	89	102	91
C/C(=N\NC(=S)Nc1ccc(Cl)cc1)c1cc2ccccc2oc1=O	110	86	75	93	79	62	79	87
COc1ccc(C(=O)CSc2nc3c(c(Nc4cccc(S(N)(=O)=O)c4)n2)CCCC3)cc1	109	106	101	106	96	94	93	96

The results go on.
SMILES	BT-549	HS 578T	MDA-MB-231	T-47D	MDA-MB-468	SR	MCF7	K-562
CCC1CCCCN1C(=O)OC (configuration not stated)	105	102	104	102	98	112	99	110
CCN(Cc1ccncc1)C(=O)C(CO)c1ccccc1 (configuration not stated)	104	118	102	100	98	108	102	116
c1ccc(CSCc2ccccc2)cc1	104	111	102	99	88	94	95	.
Cc1nc(N)nc2c1CCC(Nc1ccccc1)S2 (configuration not stated)	.	103	106	101	100	59	104	93
Cn1cc(C2=C(c3cccc4ccccc34)C(=O)N(O)C2=O)c2cccnc21	76	90	79	64	105	87	71	85
CC1(C)C(N(O)C(=O)Nc2ccc(Cl)cc2)N(c2ccc(Cl)cc2)C(=O)N1CC(=O)N/N=C/C=C/c1ccc([N+](=O)[O-])o1 (configuration not stated)	-19*	-11*	-49*	34	.	-13*	7.4*	13
COc1cc(C(=O)n2nc(C)cc2C)c(N2C(=O)/C(=C/c3ccccc3)N=C2c2ccccc2)cc1OC	99	86	86	78	100	79	89	94
[O-][n+]1onc(-c2ccccc2)c1N=C/C=C/c1ccccc1	109	113	105	89	90	88	63	99
C/C(=N/NC(N)=S)c1sc(Nc2ccc(Cl)cc2)nc1C	99	106	90	73	64	107	86	89
OCC1OC(OC2C(CO)OC(Sc3ccccc3)C(O)C2O)C(O)C(O)C1O (configuration not stated)	107	103	107	103	104	105	101	115

A second format for some results above.
| Molecule | BT-549 | HS 578T | MDA-MB-231 | T-47D | MDA-MB-468 | SR | MCF7 | K-562 |
| --- | --- | --- | --- | --- | --- | --- | --- | --- |
| CCN(Cc1ccncc1)C(=O)C(CO)c1ccccc1 (configuration not stated) | 104 | 118 | 102 | 100 | 98 | 108 | 102 | 116 |
| Cc1nc(N)nc2c1CCC(Nc1ccccc1)S2 (configuration not stated) | . | 103 | 106 | 101 | 100 | 59 | 104 | 93 |

Following part:
SMILES	BT-549	HS 578T	MDA-MB-231	T-47D	MDA-MB-468	SR	MCF7	K-562
CC(=O)Oc1ccc(/C(=C(\C)c2ccccc2)c2ccc(OCCCN(C)C)cc2)cc1	87	72	80	49	80	13	27	39
N#C/C(=C\c1ccccc1)c1nc(N)nc(Nc2ccc(S(N)(=O)=O)cc2)n1	108	110	102	105	96	118	91	102
COC1=CC(=O)c2nc(Cl)ccc2C1=O	106	75	-26*	-39*	-51*	5.6*	-57*	0.0*
CCOC(=O)C(=Cc1ccc2c(c1)OCO2)C(=O)OCC	35	56	106	66	79	59	44	34
C=CCN1C(=O)/C(=C\c2ccc(F)cc2)S/C1=N\NC(=O)C(CCSC)NC(=O)c1ccccc1 (configuration not stated)	106	117	82	98	.	96	102	94
O=C(CCl)OCCOc1ccccc1	99	96	101	93	104	97	101	103
O=c1c2ccccc2nc(N/N=C/c2ccc(Oc3ccc(Cl)cc3)cc2)n1-c1ccc(Cl)cc1	98	111	107	99	105	98	93	92
COc1cc(NCCCCCCC2CCCCN2)c2ncccc2c1 (configuration not stated)	122	89	87	100	101	54	48	88
CC(C)(O)[C@@H]1Cc2cc3ccc(=O)oc3cc2O1	107	95	109	94	91	96	87	88
COc1ccc(/C=C/C(=O)c2ccc(NC(=O)CSc3nnc(-c4ccc(OC)cc4)o3)cc2)cc1	77	100	93	65	91	89	74	78
CC(C)(C)OC(=O)N1CCc2c(sc3ncnc(N/N=C/c4ccccc4Br)c23)C1	92	99	81	41	72	39	-12*	16
C/C(=C(/c1ccc(Cl)cc1)c1ccc(OCCN2CCOCC2)cc1)c1ccccc1	99	.	91	69	99	89	69	66
O=C(/C=C/c1ccco1)c1ccc(NC(=O)c2ccccc2CN2C(=O)c3ccccc3C2=O)cc1	109	99	86	85	90	67	65	92
C/C=C/CSC(C)(C)C(=O)NC	.	100	120	100	96	109	94	110

Screening results as filed in PubChem BioAssay.
